SENP8 block-1 = human SENP8 protease inhibitors, primary screen, biochemical, fluorescence, Nedd8 protein substrate, uHTS. Sentrin-specific protease 8 (Homo sapiens), Q96LD8. recombinant SENP8. inhibition, % at 20 µM. hit rate 0.64% among 360,000. AID 602440, 2012; in the data active = inhibition mostly above about 40%, no sharp cut-off; inactive = mostly below about 27%
Target sequence (Q96LD8 whole entry, looked up): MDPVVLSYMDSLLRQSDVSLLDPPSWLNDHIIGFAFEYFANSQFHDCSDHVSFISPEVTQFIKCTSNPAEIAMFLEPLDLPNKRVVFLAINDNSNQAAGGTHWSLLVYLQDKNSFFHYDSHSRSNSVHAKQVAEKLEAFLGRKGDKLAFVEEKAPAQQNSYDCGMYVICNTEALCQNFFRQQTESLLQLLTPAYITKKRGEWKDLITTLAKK
PfG6PD inh = PfG6PD enzyme inhibitors, primary screen, biochemical, fluorescence intensity, uHTS | AID 504690, 2011 | hit rate 0.78% among 350,000 | inhibition, % at 20 µM | PfGluPho enzyme, NADPH resazurin-diaphorase fluorescence;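 active = inhibition reaching at least a set limit at 20 µM in the primary screen, cut at about 59% in these data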;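 note: 0% = DMSO wells with substrate and 100% = DMSO wells lacking glucose-6-phosphate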
SENP6 block = SENP6 protease inhibitors, primary screen, biochemical, luminescence, uHTS | inhibition, % at 10 µM | AID 2599, 2010 | hit rate 1.8% among 330,000 | Recombinant SENP6 catalytic domain, aminoluciferin luminescence;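 active = inhibition above about 50% at the single tested dose, limit read from the data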;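 note: plate controls were DMSO wells with enzyme for no effect and DMSO wells lacking enzyme for full effect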
Target sequence (Q9GZR1 628-1112 limits assumed): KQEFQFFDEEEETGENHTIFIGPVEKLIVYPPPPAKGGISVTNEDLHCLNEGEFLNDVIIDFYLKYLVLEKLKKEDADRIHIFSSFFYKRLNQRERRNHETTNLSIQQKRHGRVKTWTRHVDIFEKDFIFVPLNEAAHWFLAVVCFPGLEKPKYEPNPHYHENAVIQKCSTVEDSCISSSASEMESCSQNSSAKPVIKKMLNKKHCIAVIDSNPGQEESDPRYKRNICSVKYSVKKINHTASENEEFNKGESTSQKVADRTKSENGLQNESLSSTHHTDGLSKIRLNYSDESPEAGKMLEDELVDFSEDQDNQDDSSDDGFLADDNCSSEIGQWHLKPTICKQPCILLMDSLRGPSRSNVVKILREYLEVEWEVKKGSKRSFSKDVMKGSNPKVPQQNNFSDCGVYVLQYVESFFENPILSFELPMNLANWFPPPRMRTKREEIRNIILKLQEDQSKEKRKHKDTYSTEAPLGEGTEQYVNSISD
Apaf-1 inh = inhibitors of human Apaf-1 apoptosome, primary screen, biochemical, DEVD-Rh110 fluorescence, uHTS | Apoptotic protease-activating factor 1 (Homo sapiens), O14727 | reconstituted apoptosome caspase-3 activity | inhibition, % at 20 µM | hit rate 0.71% among 330,000 | AID 489030, 2010; active = inhibition of at least 40% at 20 µM;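 note: plate controls were DMSO wells for no effect and DEVD-CHO caspase inhibitor wells for full effect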
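System: Apoptosome proteins | Medium: Hepes pH 7.5 with detergent and BSA | Also added: Cytochrome c trigger plus (Z-DEVD)2-Rh110 caspase-3 substrate | Incubation: 30 min compound preincubation, 50 min activation, room temperature | Detection: Rhodamine 110 fluorescence at Ex 480/Em 540 nm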
SENP7 block = SENP7 protease inhibitors, primary screen, biochemical, luminescence, uHTS; hit rate 1.5% among 330,000; inhibition, % at 5 µM; Sentrin-specific protease 7 (Homo sapiens), Q9BQF6; recombinant SENP7, Z-RLRGG-aminoluciferin luminescence, 40 min;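 active = inhibition above about 50% at the single test dose, limit read from the data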;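 note: plate controls were DMSO with enzyme for no effect and no enzyme buffer wells for full effect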
NLRP3 yeast inh = NALP3 inflammasome inhibitors in reconstituted yeast, primary screen, luminescence, uHTS. Yeast reconstituted NLRP3/ASC/caspase-1, beta-gal luminescence, 24 h. hit rate 0.39% among 330,000. inhibition, % at 10 µM;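 active = inhibition of 50% or more; inactive = inhibition below 50%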;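 note: plate controls were induced DMSO wells for no effect and uninduced yeast grown without galactose for full effect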
SENP8 block-2 = SENP8 protease inhibitors, primary screen, biochemical, luminescence; AID 2540, 2010; inhibition, % at 10 µM; purified SENP8, Z-RLRGG-aminoluciferin cleavage; hit rate 1.2% among 330,000; in the data active = inhibition above about 50%
SENP1 inh = human SENP1 catalytic domain inhibitors, primary screen, biochemical, FRET, uHTS | inhibition, % at 10 µM | AID 624204, 2012 | Sentrin-specific protease 1 (Homo sapiens), Q9P0U3 | recombinant SENP1 catalytic domain, CyPet-SUMO1-YPet FRET cleavage | hit rate 0.21% among 360,000;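 active = inhibition at least 30% at 10 µM, raw YFP signal under a set limit, fluorescence ratio 0.5 to 1.5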;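 note: 0% = enzyme with DMSO and 100% = no enzyme wells; some results filed as inactive read as strong as hits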
Target sequence (Q9P0U3 419-644 limits assumed): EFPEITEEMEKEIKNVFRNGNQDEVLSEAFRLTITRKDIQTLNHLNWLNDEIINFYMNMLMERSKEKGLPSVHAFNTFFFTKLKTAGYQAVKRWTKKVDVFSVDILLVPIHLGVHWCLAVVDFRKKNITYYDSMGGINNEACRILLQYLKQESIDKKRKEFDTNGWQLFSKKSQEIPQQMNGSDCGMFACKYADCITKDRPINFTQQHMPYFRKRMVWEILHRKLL
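material = recombinant human SENP1 catalytic domain, His6-tagged | quantity = 20 pM enzyme | reagent = 25 nM SUMO1 FRET substrate | compound dosing = 10 µM single point, 0.5% DMSO | timing = 50 min enzyme reaction, room temperature, light-protected | detection = FRET, CFP and YFP emission | control set = no-enzyme low, enzyme-DMSO high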
HKDC1 inh = HKDC1 hexokinase inhibitors, primary screen, biochemical, fluorescence, uHTS; Q2TB90; recombinant HKDC1, G6PDH/diaphorase resazurin coupled fluorescence; hit rate 0.16% among 340,000; AID 493160, 2011; inhibition, % at 20 µM;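 active = inhibition above about 35% when tested at 20 µM, limit read from the data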;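 note: plate controls were DMSO wells with enzyme for no effect and DMSO wells lacking enzyme for full effect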
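Test system: Recombinant HKDC1 (HK5) hexokinase enzyme, produced in-house | Input: HKDC1 at 5 µg/mL | Buffer or medium: Tris pH 8.0 buffer with MgCl2, Tween-20, BSA, BME | Schedule: 90 min reaction incubation at room temperature, dark | Technique: Resazurin-to-resorufin fluorescence via G6PDH and diaphorase coupling, 525/613 nm | Controls: DMSO wells with and without enzyme mix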
An asterisk follows results filed as active; i = inactive; . = not tested or not shown.

SMILES	SENP8 block-1	PfG6PD inh	SENP6 block	Apaf-1 inh	SENP7 block	NLRP3 yeast inh	SENP8 block-2	SENP1 inh	HKDC1 inh
COc1ccccc1C(O)(C(=O)NN(C(=O)c1ccccc1)c1ccccc1C)c1cccs1 (stereo unspecified)	15	-2	12	-1	1	19	0	3	-4
O=C(Cn1ncc2c3ccccc3n(Cc3ccccc3F)c2c1=O)N1CCN(c2ccccn2)CC1	-31	-6	-10	17	9	24	-8	-1	2
CCn1nc(NS(=O)(=O)c2ccc(NC(C)=O)cc2)c2cc3ccc(C)cc3nc21	-233	-30	-15	12	2	19	-7	-57	9
Cn1nnnc1SCC(=O)Nc1ccc(Br)cc1Br	6	-2	16	0	-1	12	-7	2	-2
Cn1c(=O)[nH]c(=O)c2c1nc(N1CCC(Cc3ccccc3)CC1)n2Cc1ccccc1	6	5	14	38	-16	0	13	0	-7
CC(C)Oc1cccc(C(=O)Nc2ccc(N3CCN(S(C)(=O)=O)CC3)cc2)c1	0	5	-1	-4	-4	1	-3	3	-4
Cc1ccc(C(=O)c2c3ccccc3[n+]([O-])n2CCO)cc1	5	9	-22	0	14	10	-12	2	0
NC(=O)c1ccc(NC(=O)COC(=O)/C=C/c2cccs2)cc1	1	-18	5	-6	-2	0	11	0	14
CC(=O)Nc1ccc(S(=O)(=O)NCCC(=O)Nc2ncccc2C)cc1	-1	-7	2	-4	2	14	5	-1	-7
CN(C)CCCNc1oc(-c2ccccc2Cl)nc1S(=O)(=O)c1ccccc1	-32	-14	-2	14	11	28	2	3	-1
CCOc1ccc(CN(C)CC(=O)NCc2ccccc2Cl)cc1	12	-10	-9	-2	-6	15	5	-2	1
COc1ccc(OC)c(NC(=O)CCNC(=O)c2ccco2)c1	12	-13	1	4	-3	12	-1	2	-3
Cc1nc2sccn2c(=O)c1S(=O)(=O)N1CCN(c2cccc(C(F)(F)F)c2)CC1	8	-6	-14	11	13	-7	-10	0	-4
COc1ccc(/C=N/n2cnc3c([nH]c4ccccc43)c2=O)cc1COc1ccccn1	.	.	-3	5	-3	4	-5	.	.
C#CCOCCOCCOCCNc1nc(N2CCN(C(=O)C([C@@H](C)CC)n3cc(C(N)CO)nn3)CC2)nc(N2CCN(C(=O)C([C@@H](C)CC)n3cc(C(N)COC(=O)C(F)(F)F)nn3)CC2)n1 (stereo partly specified)	.	10	-5	22	0	7	-2	.	-3
O=C(CCCN1C(=O)c2cccc3cccc(c23)C1=O)N1CCN(c2ccc(F)cc2)CC1	-66	10	1	6	8	29	1	-2	-4
CN(C)C(=O)CCc1ccc2c3c([nH]c2c1)[C@]1(CCc2ccccc2)[C@@H](C(=O)N2CCCCC2)C[C@H](CC(=O)NC(C)(C)C)C(=O)N1CC3	12	5	.	36	-10	.	.	1	2
CC(=O)N1c2ccc3ccccc3c2C(C)CC12CCCCC2 (stereo unspecified)	2	-7	-2	11	-4	19	1	-1	-1
Cc1ccccc1C(=O)NN1C(=O)CSC1=S	18	-15	-1	8	-6	-6	-9	1	0
O=C(O)CNC(=O)c1ccc(OC(F)F)cc1	-4	8	-1	-17	8	13	1	3	8
O=C(CNCc1ccccc1Cl)Nc1cc(S(=O)(=O)N2CCOCC2)ccc1Cl	6	1	-7	8	13	12	-3	2	-5
c1ccc(CNC2CC3CCC2C3)cc1 (stereo unspecified)	1	5	.	.	.	.	.	1	-9
COc1ccccc1N1CCN(S(=O)(=O)CCNC(=O)C2CCCCC2)CC1	16	-3	-8	7	-4	4	-9	-1	-4
Cc1cc(C)nc(SCc2c(F)cccc2Cl)n1	7	-3	6	8	-10	12	-2	0	-4
Cc1c(OCC(=O)NC2CC(C)(C)NC(C)(C)C2)ccc2c3c(c(=O)oc12)CCC3	-274	8	0	10	13	5	-5	-1	-1
O=C(CC(NC(=O)C(F)(F)F)c1ccccc1)Nc1nnc(CCc2ccccc2)s1 (stereo unspecified)	-172	6	4	8	-5	-7	-11	0	-3
Cc1ccc(C(=O)N2CCC3(CC2)Oc2ccc(F)cc2C(=O)C32CC(c3ccccc3)=NO2)s1 (stereo unspecified)	11	6	-26	14	-8	11	-7	-2	-3
O=S(=O)(Nc1ccc2nc(N3CCOCC3)sc2c1)c1ccccc1	-22	20	-3	-1	-8	17	9	-2	-6
CCc1ccc(-c2cc(C(=O)N/N=C/c3ccccn3)[nH]n2)cc1	2	-1	-22	12	6	13	-11	-4	-8
Cc1cnc(C(=O)OCC(=O)N=c2sccn2Cc2ccccc2Cl)cn1	-32	17	-3	13	1	8	3	-20	20
Cc1ccc(C(=O)OCc2nc(N)nc(Nc3ccccc3C)n2)cc1	9	27	-21	17	-3	5	-3	-4	9
COc1ccc(N2CCN(C(=O)CN3CCN(c4nc(-c5ccc(F)cc5)cs4)CC3)CC2)cc1	25	24	-9	10	10	14	-5	1	5
CCCCn1c(N)c(N(CCC(C)C)C(=O)C2CC(=O)N(CCc3ccc(OC)c(OC)c3)C2)c(=O)[nH]c1=O (stereo unspecified)	-5	-13	-5	-2	-3	21	12	1	-1
CO/N=C(/CS(=O)(=O)Cc1ccccc1Cl)c1ccc(Cl)cc1Cl	10	15	-13	3	3	9	-5	-6	-1
CCc1noc(C)c1C(=O)Nc1nc2ccc(OC)cc2s1	-447	.	60*	7	54*	71*	30	-2	.
O=C(C1=C(O)C(=O)N(c2ncccn2)C1c1ccc(Cl)c(Cl)c1)c1ccco1 (stereo unspecified)	-22	0	-10	-19	2	5	6	19	11
COc1cccc(NC(=O)C2CCCN2C(=O)Nc2ccccc2)c1 (stereo unspecified)	-2	-8	-2	0	-1	-1	1	5	-3
CS(=O)(=O)Nc1ccccc1C(=O)OCC(=O)NCc1cccs1	-19	17	-2	-1	6	11	-1	0	-3
O=C(NCCCCCCNC(=O)c1ccc(Br)s1)c1ccc(Br)s1	-1	-7	-9	2	-3	-3	-5	0	-1
CCOC(=O)CC(=O)CSc1ncc(C(=O)OCC)c(N)n1	17	-18	-2	0	2	9	-4	0	4
O=C(Nc1cccc(C(F)(F)F)c1)C1=CC=CN2CCS(=O)(=O)N=C12	-152	-23	-3	-8	-10	13	0	2	-6
COc1ccccc1N1CCN(c2nc3ccccc3nc2C(C#N)C(=O)OC(C)C)CC1 (stereo unspecified)	-10	-1	0	0	11	21	-4	-21	0
C=CCc1cccc(CNc2cnc3ccccc3c2)c1O	i	6	-9	16	-3	28	-9	-3	3
O=C1C=C(c2ccc3ccccc3c2)C[C@@H](c2ccc(Cl)cc2)C1	-170	18	5	4	-2	5	-8	1	3
Cc1ccc(C(=O)Nn2c(O)c(C=C3N=c4ccccc4=N3)sc2=S)cc1	-5	8	14	-2	-11	5	-2	-10	-8
Cc1ccccc1C(=O)NC1CCN(C(=O)N(c2ccccc2)c2ccccc2)CC1	15	7	-2	-11	-1	6	-4	0	1
CCN1CCN(c2ccc(NC(=O)c3cccc(F)c3)cc2Cl)CC1	22	30	-28	0	14	10	-12	3	-5
COc1ccc(-c2c(C)n([O-])c(C)c(C)[n+]2=O)cc1	27	-4	-13	-7	-3	8	-5	2	-6
Cc1cc(NCCOCCO)n2ncc(-c3ccc(Cl)cc3)c2n1	-289	34	-13	10	3	4	-5	-1	-2
OC1(CN2CCOCC2)C2CN3CCN(C2)CC1(c1ccccc1)C3 (stereo unspecified)	15	-15	0	13	-9	8	-2	0	1
CC(C)(C)CN1C(N)=NC[C@@H]1c1ccccc1	9	-7	-7	2	1	20	-9	1	-6
Cc1nnc(SCC(=O)NCC2CCCO2)n1Cc1ccccc1 (stereo unspecified)	17	4	-6	-3	10	1	-3	-1	-4
Cc1ccc2nc3c(c(C(=O)OCC(=O)NC4CCS(=O)(=O)C4)c2c1)CCCC3 (stereo unspecified)	-126	-3	-3	-6	3	10	0	1	-1
COc1ccc(S(=O)(=O)n2nc(OC(=O)c3ccccc3)cc2N)cc1	30	-7	-13	1	4	5	-8	7	9
O=C(CSc1nc2ccc(Nc3nc(N4CCOCC4)nc(N4CCOCC4)n3)cc2s1)Nc1ccccc1Cl	-84	13	-15	13	-11	2	-3	-19	7
C[C@H](OC(=O)N1CCN(C(c2ccccc2)c2ccccc2)CC1)[C@@H]1O[C@@]2(C)CCC[C@H]1O2	5	-2	3	20	4	-7	0	-1	1
CCn1c(C)c(C(C)=O)c(N2CCCCC2)nc1=S	9	13	3	-7	-5	13	-3	-2	-6
ON=C1c2ccccc2-c2cc(Br)ccc21	15	5	.	.	.	.	.	-3	4
Cc1cc2oc(=O)cc(C)c2cc1NC(=O)CCl	-88	1	0	-14	8	-3	5	2	-4
COc1ccccc1N1CC(C)(C)C(=O)N(C(=O)c2c(F)cccc2Cl)C1=S	8	25	-2	-15	6	22	-5	2	1

Part of the list above, in markdown:
| molecule | SENP8 block-1 | PfG6PD inh | SENP6 block | Apaf-1 inh | SENP7 block | NLRP3 yeast inh | SENP8 block-2 | SENP1 inh | HKDC1 inh |
| --- | --- | --- | --- | --- | --- | --- | --- | --- | --- |
| C=CCc1cccc(CNc2cnc3ccccc3c2)c1O | i | 6 | -9 | 16 | -3 | 28 | -9 | -3 | 3 |
| Cc1ccc(C(=O)Nn2c(O)c(C=C3N=c4ccccc4=N3)sc2=S)cc1 | -5 | 8 | 14 | -2 | -11 | 5 | -2 | -10 | -8 |

The listing continues:
SMILES	SENP8 block-1	PfG6PD inh	SENP6 block	Apaf-1 inh	SENP7 block	NLRP3 yeast inh	SENP8 block-2	SENP1 inh	HKDC1 inh
COc1ccc2c3n(nc2c1)CCN=C3c1ccc(C)cc1	-21	20	0	7	-2	17	2	-4	-1
CCOC(=O)C1CCN(C(=O)COC(=O)c2cccc(F)c2)CC1	8	3	-17	1	8	13	-2	0	-12
O=C1C(=O)N(C2CCCC2)C(=O)N1Cc1c(F)cccc1Cl	11	4	13	-1	-13	16	-1	-1	-8
COc1cc(OC)cc(-c2c(-c3cccs3)c3cc(-c4ccc5[nH]ccc5c4)ccc3n2C)c1	-470	2	-2	-14	4	14	5	-2	4
Cc1ccc2c(c1)C(=O)C(=O)N2Cc1ccc(C(F)(F)F)cc1	-12	16	0	31	-10	1	2	-2	21
CCOC(=O)c1ccc(NC(=O)C(=O)NCc2ccncc2)cc1	4	-1	-17	2	6	14	-8	0	3
COc1ccc(N2C(=O)CC(N3CCN(c4ccccc4F)CC3)C2=O)cc1 (stereo unspecified)	8	4	-5	-13	17	6	-3	-1	13
CC(NC(=O)C1CCC1)c1ccccc1 (stereo unspecified)	7	0	-3	-1	-5	9	-10	2	-3
O=C(Nc1ccccc1C(=O)N/N=C/c1ccco1)c1ccc(Cl)cc1	-6	3	37	-9	20	-11	-1	0	-6

Compound activity: PubChem, Sanford-Burnham Center for Chemical Genomics
